Screens (PubChem)
Pol III holo inh: qHTS Assay for Inhibitors of DNA Polymerase III Holoenzyme System | reconstituted DNA polymerase III holoenzyme replication, biochemical | AID 603, 2007 | actives 0.25% (n = 71,000) | Potency, µM (top dose mostly 57.1 µM), for inactives: at the top dose activity change, negative = inhibition; note: potency is the fitted concentration of half-maximal effect; % is set by controls: 0 for no effect and ±100 for the full control effect
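Reconstituted *E. coli* holoenzyme (0.35 nM Pol III, 1 nM beta, 154 nM SSB, 2 nM primase) was preincubated with compound for 15 min at RT. Synthesis on 1.4 nM ssM13Gori ran 35 min, then was stopped with PicoGreen/EDTA and read as dsDNA fluorescence.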
Texas Red fluor: qHTS Assay for Spectroscopic Profiling in Texas Red Spectral Region; Compound fluorescence, Texas Red channel, 547/618 nm; active compounds read high; max dye-equivalent concentration, M; actives 0.06% (n = 59,000); AID 587, 2007; in the data active = max dye-equivalent concentration above about 10 nM; inconclusive = between about 1.1 nM and that limit
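Texas Red-region profiling: compounds in 100 mM Tris pH 8.0 were read at 547/618 nm after 15 min at room temperature. Intensities were normalized against a six-point Texas Red standard series to give dye-equivalent concentration.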
ERK AVP block: qHTS Assay for Inhibitors of the ERK Signaling Pathway using a Homogeneous Screening Assay; HEK293-V1b, vasopressin-stimulated pERK AlphaScreen; Potency, µM (series often up to 57.5 µM), without a hit: at the highest dose activity, negative = inhibition, actives largely listed as inhibitors; actives 0.99% (n = 72,000); AID 995, 2007; note: potency is the fitted concentration of half-maximal effect; % is set by controls: 0 for no effect and ±100 for the full control effect; nearly all actives have a fitted effect of over 55% in size
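HEK293 cells stably expressing V1b receptor, seeded overnight in 1% FBS, were treated with compounds for 30 min at 37C, then stimulated 5 min with 25 nM vasopressin; phospho-ERK read by AlphaScreen SureFire after lysis.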
Luciferase inh: qHTS Assay for Inhibitors of Firefly Luciferase | purified firefly luciferase, luminescence, 8 min | actives 2.2% (n = 72,000) | Potency, µM (top dose mostly 57.1 µM), for inactives: top-dose activity change, negative = inhibition, actives largely listed as inhibitors | Luciferin 4-monooxygenase (Photinus pyralis), P08659; note: potency is the fitted concentration of half-maximal effect; % is set by controls: 0 for no effect and ±100 for the full control effect; nearly all actives have a fitted effect of over 40% in size
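qHTS concentration-response profiling: light output of P. pyralis luciferase with luciferin and 10 uM ATP, imidazole buffer pH 7.2. Read by luminescence after 8-min room-temperature incubation.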
15-hLO inh: qHTS Assay for Inhibitors of 15-hLO (15-human lipoxygenase); purified 15hLO-1, xylenol orange hydroperoxide absorbance; Potency, µM (series often up to 57.1 µM), for inactives: at the top dose activity change, negative = inhibition, most hits filed as inhibitors; actives 1.4% (n = 74,000); AID 887, 2007; note: potency is the fitted concentration of half-maximal effect; % is set by controls: 0 for no effect and ±100 for the full control effect; nearly all actives have a fitted effect of over 55% in size
Target sequence (P16050 whole entry, looked up): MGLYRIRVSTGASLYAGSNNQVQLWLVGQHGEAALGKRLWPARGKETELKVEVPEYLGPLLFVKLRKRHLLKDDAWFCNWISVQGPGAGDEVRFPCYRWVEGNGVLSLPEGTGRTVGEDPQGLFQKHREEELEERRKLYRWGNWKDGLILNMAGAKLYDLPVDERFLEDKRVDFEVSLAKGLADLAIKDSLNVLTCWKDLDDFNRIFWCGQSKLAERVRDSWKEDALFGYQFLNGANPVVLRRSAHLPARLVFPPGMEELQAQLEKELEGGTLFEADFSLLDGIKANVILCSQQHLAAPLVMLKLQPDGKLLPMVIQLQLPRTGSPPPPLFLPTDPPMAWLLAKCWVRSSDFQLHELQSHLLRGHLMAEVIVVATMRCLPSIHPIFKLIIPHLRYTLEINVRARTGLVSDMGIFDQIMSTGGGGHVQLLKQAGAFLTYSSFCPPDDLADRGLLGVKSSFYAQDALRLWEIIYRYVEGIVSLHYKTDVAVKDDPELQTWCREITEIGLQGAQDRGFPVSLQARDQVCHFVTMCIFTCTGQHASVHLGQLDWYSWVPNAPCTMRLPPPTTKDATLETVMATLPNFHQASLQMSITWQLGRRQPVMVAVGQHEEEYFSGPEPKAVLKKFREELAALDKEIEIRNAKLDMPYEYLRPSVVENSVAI
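40 nM 15hLO-1 + cpd, 15 min RT; start w/ 50 uM AA (final), 6 min RT; stop/detect w/ 200 uM XO + 300 uM Fe(II) in 50 mM H2SO4, 30 min; A573/A405. Buffer 25 mM Hepes pH 7.5, 0.01% Triton X-100. No-enzyme wells as negative control.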
HADH2 inh: qHTS Assay for Inhibitors of HADH2 (Hydroxyacyl-Coenzyme A Dehydrogenase, Type II); 3-hydroxyacyl-CoA dehydrogenase type-2 (Homo sapiens), Q99714; recombinant HADH2, NADH fluorescence, beta-hydroxybutyryl-CoA; Potency, µM (series often up to 57.1 µM), for inactives: at the top dose activity change, negative = inhibition, actives largely listed as inhibitors; actives 3.4% (n = 73,000); AID 886, 2007; note: potency is the fitted concentration of half-maximal effect; % is set by controls: 0 for no effect and ±100 for the full control effect; nearly all actives have a fitted effect of over 60% in size; many of its hits are not listed in these tables
Target sequence (Q99714 whole entry, looked up, one chain of several): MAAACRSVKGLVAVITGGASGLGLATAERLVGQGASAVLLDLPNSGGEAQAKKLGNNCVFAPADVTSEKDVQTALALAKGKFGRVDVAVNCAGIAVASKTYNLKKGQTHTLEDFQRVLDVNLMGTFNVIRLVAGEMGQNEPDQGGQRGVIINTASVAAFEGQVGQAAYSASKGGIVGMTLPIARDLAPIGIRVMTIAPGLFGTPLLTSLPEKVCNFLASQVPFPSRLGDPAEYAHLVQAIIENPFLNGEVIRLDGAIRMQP
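E. coli-expressed His-tagged HADH2 tested at 20 nM in alkaline Tris buffer (pH 9.0); oxidation of 90 uM beta-hydroxybutyryl-CoA with 1 mM NAD+ tracked fluorimetrically for 4 min.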
Tau fil binding: qHTS Assay for Tau Filament Binding. Microtubule-associated protein tau (Homo sapiens), P10636. recombinant tau filaments, thioflavin S fluorescence, 15 h; filaments grown with octadecylsulfate alongside compound. Potency, µM (titrated, usually from 57.1 µM), without a hit: at the highest dose activity change, negative = inhibition. actives 2% (n = 71,000). AID 596, 2007;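 note: potency is the fitted concentration of half-maximal effect; % is set by controls: 0 for no effect and ±100 for the full control effect; actives lower thioflavin S fluorescence by blocking filaments or displacing dye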
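Tau 2 uM in ThS buffer dispensed; compound added; 60 uM ODS added (finals 1 uM tau, 30 uM ODS); 15 h 37 C; fluor ex450/em510.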
CRE-bla Fsk: Cell signaling CRE-BLA (Fsk stim) | actives 2.5% (n = 71,000) | Potency, µM (series often up to 38.2 µM), for the others: top-dose activity change, negative = inhibition, usual class: activators | AID 662, 2007 | CHO CRE-bla reporter (cAMP response element driving beta-lactamase), forskolin EC10, beta-lactamase ratio; active = well fitted activation curve with a large enough effect in the signal ratio, with a control signal flat, not every such curve was filed as active; inconclusive = small, poorly fitted or top-dose-only effect, or effect the other way, or a change in a side signal; the % refers to the signal ratio; note: potency is the fitted concentration of half-maximal effect; % of control where 0% means no effect
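Titrated compounds plus EC10 NKH 477 on CHO CRE-bla cells, 3 h, 37 °C. CCF4, 2 h RT. Ratio 460/530 nm → AC50.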
HBB splice mod: qHTS Assay for Modulators of Hemoglobin Beta Chain Splicing. HBB splicing reporter cell assay, activation; EGFP reporter with mutant IVS2-654 intron; response scale: normalised to 500 nM splice-correcting PNA. Potency, µM (top dose mostly 46.1 µM), for inactives: at the highest dose activation, hits mostly activators. actives 0.06% (n = 65,000); note: potency is the fitted concentration of half-maximal effect; 0% is about no effect
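HeLa cells stably expressing EGFP interrupted by mutant beta-globin intron 2 (IVS2-654), 500/well in 2% FCS. Treated with compound for 2 days at 37C. Splicing correction scored as total well GFP intensity (488 nm excitation, 500-520 nm emission); 500 nM antisense PNA served as control.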
Hsp90 Hop PPI: qHTS Assay for Disrupters of an Hsp90 Co-Chaperone Interaction; Hsp90 C-terminal peptide / TPR2A (Hop) interaction, human; AlphaScreen TPR2A-His6 binding biotin-Hsp90 C-terminal peptide; Potency, µM (titrated, usually from 57 µM), inactives show at the highest dose activity change, negative = inhibition; actives 0.44% (n = 71,000); AID 595, 2007; active = well fitted curve in either direction with a large enough effect; inconclusive = small, poorly fitted or top-dose-only effect, or another doubt; note: potency is the fitted concentration of half-maximal effect; % is set by controls: 0 for no effect and ±100 for the full control effect; many of its hits are not listed in these tables
Rhodamine autofl: qHTS Assay for Spectroscopic Profiling in Rhodamine Spectral Region; AID 594, 2007; actives 0.05% (n = 59,000); Rhodamine-region fluorescence, 547/598 nm, Tris buffer; active compounds read high; max dye-equivalent concentration, M; in the data active = max dye-equivalent concentration above about 11 nM; inconclusive = between about 1.1 nM and that limit
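Compound fluorescence in 100 mM Tris, pH 8.0, read after 15 min at room temperature with 547 nm excitation and 598 nm emission. Output is dye-equivalent concentration from an on-plate rhodamine standard series.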
* = called active by the depositor; & = joins results of further samples; [ ] = remark or other dose. Unless noted, calls come from the whole dose curve; as a rule, active = well fitted curve in the direction sought with a large enough effect; inconclusive = small, poorly fitted or top-dose-only effect, or another doubt; inactive = no such curve, though single readings can be large; an effect the other way counts as inactive or inconclusive.

For COC(=O)c1ccc(CSc2nnc(NCc3ccccc3)s2)o1 the results were Pol III holo inh -0.6%, Texas Red fluor inconclusive, ERK AVP block -26.4%, Luciferase inh -12.6%, 15-hLO inh -3.0%, HADH2 inh -6.9%, Tau fil binding 3.2%, CRE-bla Fsk inconclusive, HBB splice mod -3.4%, Hsp90 Hop PPI -1.9% and Rhodamine autofl inactive.
Screening COc1ccc(-c2nsc3c(N4CCCC4)ncnc23)cc1 returned Pol III holo inh -7.4%, Texas Red fluor inactive, ERK AVP block -0.1%, Luciferase inh 0.794µM*, 15-hLO inh 9.0%, HADH2 inh -3.3%, Tau fil binding 6.3%, CRE-bla Fsk 13.3%, Hsp90 Hop PPI -0.2% and Rhodamine autofl inactive.
CCCC(=O)N=C1SC2CS(=O)(=O)CC2N1c1ccc(CC)cc1 (stereo not given) was read as Pol III holo inh 9.1%, Texas Red fluor inactive, ERK AVP block -10.8%, Luciferase inh 1.7%, 15-hLO inh 6.5%, HADH2 inh 10.1%, Tau fil binding 5.6%, CRE-bla Fsk -0.2%, HBB splice mod -0.3%[57.5 µM], Hsp90 Hop PPI -2.5% and Rhodamine autofl inactive.
CC(C)Cn1c(=O)n(C)c(=O)c2[nH]cnc21 was read as Pol III holo inh -1.4%, Texas Red fluor inactive, ERK AVP block inconclusive, Luciferase inh -10.2%, 15-hLO inh -0.9%&-2.3%&7.8%, HADH2 inh -25.2%, Tau fil binding -2.4%, CRE-bla Fsk inconclusive, HBB splice mod -0.8%, Hsp90 Hop PPI -0.5% and Rhodamine autofl inactive.
For Cc1ccc(NC(=O)C2CCCN(S(=O)(=O)c3cccs3)C2)cc1 (stereo not given) the results were Pol III holo inh -2.2%, Texas Red fluor inconclusive, ERK AVP block -20.9%, Luciferase inh 0.2%, 15-hLO inh -0.1%, HADH2 inh 7.7%, Tau fil binding 1.4%, CRE-bla Fsk inconclusive, HBB splice mod 3.3%, Hsp90 Hop PPI 2.7% and Rhodamine autofl inactive.
`CN(C)S(=O)(=O)N1CCCN(S(=O)(=O)N(C)C)CC1` gave Pol III holo inh 38.3%, Texas Red fluor inconclusive, ERK AVP block 6.6%, Luciferase inh 4.7%, 15-hLO inh 5.7%, HADH2 inh -2.8%, Tau fil binding -11.2%, CRE-bla Fsk inconclusive, HBB splice mod -0.2%, Hsp90 Hop PPI -1.4% and Rhodamine autofl inactive.
CCC(C)Sc1nc2c(cnn2-c2ccccc2)c(=O)[nH]1 (stereo not given) was read as Pol III holo inh 1.0%, Luciferase inh 0.1%, 15-hLO inh 5.0%, HADH2 inh 14.2%, Tau fil binding -9.8%, CRE-bla Fsk -3.2%, HBB splice mod -0.5% and Hsp90 Hop PPI -0.1%.
`O=C(COC(=O)c1ccccn1)Nc1ccccc1Cl` gave Pol III holo inh -3.0%, Texas Red fluor inactive, ERK AVP block -9.2%, Luciferase inh -3.1%, 15-hLO inh 0.7%, HADH2 inh -8.1%, Tau fil binding -8.7%, CRE-bla Fsk -4.1%, HBB splice mod -1.2%[57.5 µM], Hsp90 Hop PPI -29.1% and Rhodamine autofl inactive.
Screening Cc1cc(=O)n2c(ccc3ccccc32)c1C#N returned Pol III holo inh -0.5%, Texas Red fluor inactive, ERK AVP block inconclusive, Luciferase inh 2.8%, 15-hLO inh 3.3%, HADH2 inh -5.1%, Tau fil binding 1.3%, CRE-bla Fsk 1.1%, HBB splice mod -0.2%[57.5 µM], Hsp90 Hop PPI 0.0% and Rhodamine autofl inactive.
`Cc1cc(C(=O)CSC(=S)SC(C)(C)C)ccc1Cl` gave Pol III holo inh -7.7%[11.4 µM], Texas Red fluor inactive, ERK AVP block 8.0%[11.5 µM], Luciferase inh -7.6%[11.4 µM], 15-hLO inh -1.6%[11.4 µM], HADH2 inh -7.3%[11.4 µM], Tau fil binding -11.9%[11.4 µM], CRE-bla Fsk 3.6%[7.6 µM], HBB splice mod 2.1%[9.22 µM], Hsp90 Hop PPI -3.8%[11 µM] and Rhodamine autofl inactive.
COc1ccccc1CNC(=O)CN1C(=O)C(C)N(c2ccc(C)cc2)C1=O (stereo not given) was read as Pol III holo inh -9.2%, Texas Red fluor inconclusive, ERK AVP block -11.3%, Luciferase inh 0.2%, 15-hLO inh 3.1%, HADH2 inh 2.6%, Tau fil binding 1.9%, CRE-bla Fsk -10.7%, HBB splice mod -0.9%, Hsp90 Hop PPI -3.8% and Rhodamine autofl inactive.
For COC(C)(C)[C@]12CC(O)(c3ccccc3)ON1[C@H]1CCCCC1N2O (stereo not given in full) the results were Pol III holo inh -7.8%, Texas Red fluor inactive, ERK AVP block -15.3%, Luciferase inh 2.6%, 15-hLO inh -6.7%, HADH2 inh -3.8%, Tau fil binding 3.2%, CRE-bla Fsk -2.7%, HBB splice mod 3.4%[0.369 µM], Hsp90 Hop PPI -3.1% and Rhodamine autofl inactive.
For CCCCCNC(=O)C(C)NS(=O)(=O)c1ccc(OC)cc1 (stereo not given) the results were Pol III holo inh -2.6%, Texas Red fluor inconclusive, ERK AVP block -3.4%, Luciferase inh 1.4%, 15-hLO inh -9.5%, HADH2 inh inconclusive, Tau fil binding -8.2%, CRE-bla Fsk -12.3%, HBB splice mod -0.2%, Hsp90 Hop PPI -0.7% and Rhodamine autofl inactive.
Screening Cc1ccc2c(CSc3nnc(C4CC4)n3N)cc(=O)oc2c1 returned Pol III holo inh -11.6%, Texas Red fluor inactive, ERK AVP block -2.9%, Luciferase inh 1.8%, 15-hLO inh -4.4%, HADH2 inh -14.5%, Tau fil binding -4.0%, CRE-bla Fsk inconclusive, HBB splice mod 3.1%, Hsp90 Hop PPI -4.3% and Rhodamine autofl inactive.
`CCOC(=O)N1CCN(C(=O)CN(c2ccc(Cl)c(C(F)(F)F)c2)S(C)(=O)=O)CC1` gave Pol III holo inh -2.2%, ERK AVP block 6.1%, Luciferase inh 0.7%, 15-hLO inh -3.8%, HADH2 inh 16.8%, Tau fil binding 2.9%, CRE-bla Fsk -6.4%, HBB splice mod -0.5%[9.22 µM] and Hsp90 Hop PPI 0.4%.
Cc1sc2nc(C(C)C)nc(SCC(=O)NCc3ccco3)c2c1C was read as Pol III holo inh -5.4%, Texas Red fluor inactive, ERK AVP block -28.5%, Luciferase inh -0.2%, 15-hLO inh -11.7%, HADH2 inh inconclusive, Tau fil binding 8.5%, CRE-bla Fsk inconclusive, HBB splice mod 5.4%, Hsp90 Hop PPI -0.4% and Rhodamine autofl inactive.
For O=C(Cn1nnc(-c2ccc(Cl)cc2)n1)NC1CC2CCC1C2 (stereo not given) the results were Pol III holo inh -6.7%, Texas Red fluor inconclusive, ERK AVP block -9.7%, Luciferase inh -1.9%, 15-hLO inh -6.4%, HADH2 inh 4.9%, Tau fil binding 4.3%, CRE-bla Fsk -7.5%, HBB splice mod 0.4%, Hsp90 Hop PPI 0.8% and Rhodamine autofl inactive.
`COc1ccc(CCN(C)CCC[C@@](C#N)(c2cc(OC)c(OC)c(OC)c2)C(C)C)cc1OC` gave Pol III holo inh 2.7%, Texas Red fluor inactive, ERK AVP block 33.1%[activator], Luciferase inh 2.0%, 15-hLO inh -2.8%, HADH2 inh -8.9%, Tau fil binding -21.9%, CRE-bla Fsk 1.0%, HBB splice mod -1.6%, Hsp90 Hop PPI -10.4% and Rhodamine autofl inactive.
c1coc(-c2nnc(SCc3cn4ccccc4n3)o2)c1 was read as Pol III holo inh -4.2%, Texas Red fluor inconclusive, ERK AVP block 6.3%, Luciferase inh 0.3%, 15-hLO inh 4.2%, HADH2 inh 4.2%, Tau fil binding 2.9%, CRE-bla Fsk 10µM*, HBB splice mod -3.3%, Hsp90 Hop PPI -3.8% and Rhodamine autofl inactive.
For CCN1CCC[C@H]1CNC(=O)c1c(OC)ccc(Br)c1OC the results were Pol III holo inh -2.0%, Texas Red fluor inconclusive, ERK AVP block -4.2%, Luciferase inh 1.1%, 15-hLO inh -13.8%&1.2%[25.6 µM], HADH2 inh 3.3%, Tau fil binding inconclusive, CRE-bla Fsk -17.0%, HBB splice mod 0.5%[20.6 µM], Hsp90 Hop PPI 1.0% and Rhodamine autofl inactive.

Only part of the results is shown; the hit share may differ from the screen's.
